GDH-TPI inh: inhibits GDH-TPI coupling enzymes, artifact for Mtb FBA screen | GDH-TPI coupled enzyme counterscreen, NADH absorbance | actives 1.2% (n = 360,000) | inhibition, % at 4.8 µM;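 further: 0% = DMSO wells and 100% = wells lacking the enzyme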
BoNT F protease: inhibitors of Botulinum neurotoxin F light chain protease; Multiplex microsphere protease cleavage assay, flow cytometry; actives 0.22% (n = 360,000); inhibition, % at 10 µM; in the data active means inhibition above about 35%, passing the limit was not always enough; inconclusive means no clear call, values can overlap the other calls; further: plate controls were buffer without enzyme for full effect and enzyme alone for no effect
Mtb FBA inh: inhibits M. tuberculosis FBA enzyme; purified M. tuberculosis FBA, fluorescence read-out; inhibition, % at 1 µM; actives 2.3% (n = 360,000); in the data active means inhibition above about 27%;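 further: 0% = vehicle and 100% = reference inhibitor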
Target sequence (P9WQA3 whole entry, looked up): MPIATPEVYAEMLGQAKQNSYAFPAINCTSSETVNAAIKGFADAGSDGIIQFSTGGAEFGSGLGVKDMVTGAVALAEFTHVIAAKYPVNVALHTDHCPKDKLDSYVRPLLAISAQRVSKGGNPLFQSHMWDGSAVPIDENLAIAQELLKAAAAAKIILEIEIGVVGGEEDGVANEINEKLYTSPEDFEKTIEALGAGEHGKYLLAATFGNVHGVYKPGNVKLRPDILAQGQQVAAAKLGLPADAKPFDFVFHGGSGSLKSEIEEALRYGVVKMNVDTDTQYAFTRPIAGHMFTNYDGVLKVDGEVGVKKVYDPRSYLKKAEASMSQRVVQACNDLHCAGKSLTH
BioA inh: blocks M. tuberculosis BioA enzyme activity; inhibition, % at 9.99 µM; purified M. tuberculosis BioA enzyme, plate reader; actives 0.096% (n = 360,000); in the data active means inhibition above about 40%; inconclusive means no clear call, values can overlap the other calls
Mtb UGM inh: inhibitors of M. tuberculosis UDP-galactopyranose mutase. P9WIQ1. purified UGM, fluorescence polarization probe displacement. inhibition, % at 10 µM. actives 0.06% (n = 320,000); in the data active means inhibition above about 10%, passing the limit was not always enough; inconclusive means no clear call, values can overlap the other calls
FadD28 FP inh: inhibitors of Mycobacterium tuberculosis FadD28 bisubstrate binding; FadD28 bisubstrate probe binding, fluorescence polarization; inhibition, % at 12.5 µM; actives 0.22% (n = 360,000); in the data active means inhibition above about 8.5%, passing the limit was not always enough; inconclusive means no clear call, values can overlap the other calls
DUSP3 inh: inhibitors of human VHR1 phosphatase (DUSP3); actives 0.52% (n = 290,000); recombinant VHR phosphatase, pNPP absorbance; inhibition, % at 13.3 µM; AID 1654; in the data active means inhibition above about 50%; further: some compounds called inactive have numbers as strong as hits
Target sequence (P51452 whole entry, looked up): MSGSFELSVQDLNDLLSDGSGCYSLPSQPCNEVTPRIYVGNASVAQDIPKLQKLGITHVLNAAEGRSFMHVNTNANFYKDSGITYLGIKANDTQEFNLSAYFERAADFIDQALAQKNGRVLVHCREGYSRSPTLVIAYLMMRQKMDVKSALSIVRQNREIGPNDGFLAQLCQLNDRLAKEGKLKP
CCHF vOTU inh: blocks the CCHF virus ovarian tumor domain protease. CCHFV vOTU protease, Pep-AMC fluorescence. inhibition, % at 11.5 µM. actives 0.55% (n = 370,000). AID 651958; further: 0% = vehicle wells with enzyme and 100% = no enzyme wells
Rv3671c inh: inhibits the M. tuberculosis serine protease Rv3671c. inhibition, % at 5.96 µM. actives 0.048% (n = 320,000). AID 2606; in the data active means inhibition above about 38%;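 further: extracellular domain of Rv3671c used as enzyme; 0% = enzyme with DMSO and 100% = no enzyme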
Target sequence (P9WHR9 whole entry, looked up, the tested form may be a part): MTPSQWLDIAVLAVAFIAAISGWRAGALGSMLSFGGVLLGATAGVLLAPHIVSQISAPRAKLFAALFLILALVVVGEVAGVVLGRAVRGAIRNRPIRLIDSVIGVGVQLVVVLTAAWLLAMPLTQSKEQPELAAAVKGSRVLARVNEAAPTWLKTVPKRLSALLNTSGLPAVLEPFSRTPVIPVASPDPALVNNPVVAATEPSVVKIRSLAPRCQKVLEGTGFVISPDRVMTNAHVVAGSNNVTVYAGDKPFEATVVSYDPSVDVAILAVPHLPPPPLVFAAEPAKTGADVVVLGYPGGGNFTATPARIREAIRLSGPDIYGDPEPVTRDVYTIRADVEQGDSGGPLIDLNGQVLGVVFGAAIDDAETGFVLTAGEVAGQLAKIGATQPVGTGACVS
MazF activator: MazEF (E. coli) toxin RNase activation; FAM/BHQ RNA-DNA oligo cleavage fluorescence, 5 h; AID 504720; actives 0.32% (n = 350,000); P0AE70; activation, % at 20 µM; in the data active means activation above about 50%
Target sequence (P0AE70 whole entry, looked up): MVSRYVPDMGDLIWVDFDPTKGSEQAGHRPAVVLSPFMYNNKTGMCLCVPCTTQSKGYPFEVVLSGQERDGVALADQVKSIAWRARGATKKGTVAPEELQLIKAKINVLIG
An asterisk follows results filed as active; u = inconclusive; x = not tested or not shown. Unless noted, no stated cut-off is given here; in the data, active means inhibition above about 30%; inactive means the rest.

Structure	GDH-TPI inh	BoNT F protease	Mtb FBA inh	BioA inh	Mtb UGM inh	FadD28 FP inh	DUSP3 inh	CCHF vOTU inh	Rv3671c inh	MazF activator
O=S1(=O)CC(N2CCCCC2)CN1Cc1ccccc1 (stereo not drawn)	x	4	4	1.1	x	0.4	x	0	x	x
O=C(COC(=O)CNS(=O)(=O)/C=C/c1ccccc1)Nc1cc(S(=O)(=O)N2CCCCC2)ccc1Cl	2	1	-4	x	2.4	-0.8	35	9	-10	8
Cc1cn([C@H]2C[C@H](O)[C@@H](CNCc3cc(Cl)ccc3OCc3ccc(Cl)cc3)O2)c(=O)[nH]c1=O	-18	-6	-1	0.8	x	-6.2	x	-3	x	7
COc1cc(CCC(=O)OCC(=O)Nc2c(C)cc(C)cc2C)cc(OC)c1OC	3	-2	0	x	-0.8	-0.5	-4	-4	-10	-1
COc1cccc(CN2CCN(C(=O)c3cc(-c4ccccn4)nc4ccc(Cl)cc34)CC2)c1	-1	-12	2	x	4.3	-1.4	30	19	-2	1
CCN(CC)S(=O)(=O)c1ccc(Nc2nc3ccccc3n3nnnc23)cc1	19	-2	2	-1.8	-3.7	-1.9	5	10	-13	-6
COc1ccc(C2C(C(=O)OCC(=O)N3CCCCC3)CCC(=O)N2c2ccc(OC)cc2)cc1 (stereo not drawn)	-3	-7	5	-1.0	0.7	-2.6	7	-9	2	-2
Cc1ccc(NC(=O)n2ncc3c(C)cccc32)cc1F	-1	-4	-3	x	1.8	-1.0	18	-7	2	0
Cc1cccc(C(=O)OCC(=O)NNC(=O)c2cccs2)c1O	-9	-10	2	-1.4	-1.8	-1.8	x	9	-2	-1
Cc1c(N=C2NC(=O)/C(=C/c3ccc(O)cc3)S2)c(=O)n(-c2ccccc2)n1C	24	-32	-9	x	-0.1	-1.9	-4	9	3	-20
CCOc1ccc(NC(=O)CSc2nnc(Cc3csc(C)n3)o2)cc1	-2	-1	3	0.0	-1.2	-2.2	12	10	-6	8
O=C(O)C1Cc2ccccc2CN1S(=O)(=O)c1ccc2ccccc2c1 (stereo not drawn)	4	-4	3	-1.3	0.3	-1.9	19	11	0	-2
Clc1ccc(SCc2cn3cccnc3n2)cc1	-1	-1	1	3.4	1.3	-2.7	21	-10	5	-3
CCCn1c(=O)c2ccccc2n2c(SC(C)C(N)=O)nnc12 (stereo not drawn)	-13	12	-4	-2.4	0.0	-3.9	0	5	0	9
CCOc1ccc(NC(=O)C2CCN(C(=O)N3CCOc4ccccc43)CC2)cc1	7	-1	-1	0.0	-1.2	0.1	25	-4	10	5
c1ccc(Nc2nc(-c3ccccc3)ns2)cc1	5	-4	-1	-0.9	-0.6	-0.8	28	9	-12	7
O=S(=O)(NCC1CCCO1)c1ccc(S(=O)(=O)N2CCc3ccccc3C2)cc1 (stereo not drawn)	-5	-9	0	0.4	-0.3	-3.5	-2	8	7	2
O=C(NCCCNC(=O)c1ccc(-c2cccc(Cl)c2)o1)c1cnccn1	-5	6	0	x	-0.4	x	-8	0	2	-13
COc1ccc(-c2[nH]ncc2CNC(C)Cc2ccsc2)c(F)c1 (stereo not drawn)	1	-2	-6	x	1.5	-1.1	-1	-7	-10	1
COc1ccc(NC(=O)C2(C)CCN2CCOc2ccccc2)cc1OC (stereo not drawn)	17	6	4	0.4	x	-2.4	x	-11	x	x
COc1ccc(NS(=O)(=O)c2cc(C(=O)N3CCC3)ccc2C)cc1	14	-28	1	0.9	-5.3	-2.8	x	17	-12	5
Nc1c(C(=O)c2ccc(Cl)cc2)sc2c1c(=O)[nH]c(=O)n2-c1ccccc1	11	-1	2	-2.6	0.9	1.7	22	-12	-8	3
COc1c2c(cc3c1OCO3)CCN(C)C2	2	-1	0	-0.2	4.1	-0.6	x	1	-3	6
CCC1CCC2(CC1)NC(=O)N(CC(=O)N1CCc3ccccc31)C2=O (stereo not drawn)	11	6	2	-0.8	-3.9	-2.0	x	16	0	-4
CCc1nc2ccccc2c(C(=O)OC2CCOC2=O)c1C (stereo not drawn)	0	-10	-7	5.5	2.8	-2.6	15	-6	5	-5
O=C(NCC1CCCO1)c1sc2ccccc2c1Cl (stereo not drawn)	5	-6	0	1.9	5.5	-1.2	21	-9	4	1
O=C1C(Cl)=C(N2CCOCC2)C(=O)N1c1ccccc1	14	0	-1	0.1	2.2	0.4	30	-1	11	2
CS(=O)(=O)NC1CCN(Cc2ccccc2)CC1	4	-5	1	0.7	-1.5	-3.8	-2	5	-1	1
CN(C)S(=O)(=O)c1cccc(NC(=O)CCSc2ccc(Cl)cc2)c1	-6	-8	0	-0.2	1.7	-3.2	0	7	9	-2
Cc1occc1C(=O)NNC(=S)Nc1ccccc1	16	5	0	-0.4	-3.7	0.4	-1	-14	0	1
Cc1cc(C)n(-c2nc(NCCC(C)C)c3c4c(sc3n2)COC(C)(C)C4)n1	1	13	6	x	x	-0.7	4	-11	x	7
O=C(CSc1ccc2c(c1)OCCO2)NCC1CCCO1 (stereo not drawn)	1	15	2	-0.8	0.1	-0.1	-25	-7	-1	-4
CCc1ccccc1OCC(=O)NC1CCCC1	-17	0	4	1.6	x	-0.3	-4	-4	x	9
O=C1c2cccc3cccc(c23)C(=O)N1c1ccc(O)cc1	23	24	1	0.5	-0.9	-1.1	29	-3	-2	10
NS(=O)(=O)c1ccc(NS(=O)(=O)c2ccc(Br)cc2)cc1	2	-1	-2	-0.9	2.2	0.5	4	8	7	3
CNC(=O)c1cc(S(=O)(=O)Nc2ccc3c(c2)OCCO3)ccc1C	0	u	0	-0.6	2.3	1.2	2	-11	0	4
Cc1ccc(C(=O)Nc2ccc(O)c(C(=O)O)c2)o1	6	13	7	1.1	-1.4	0.4	4	4	8	9
Cc1ccc(-c2nc(C3CCN(S(C)(=O)=O)CC3)no2)cc1	-2	0	-2	-2.2	0.8	-1.1	3	0	-1	1
O=C(CNC(=O)c1ccc(Cl)cc1Cl)OCc1nnc(-c2ccccc2)o1	-4	14	0	x	-1.5	-1.6	x	-8	4	-2
CC(=O)c1cccc(NC(=O)COC(=O)COc2c(Cl)cc(Cl)c3ccc(C)nc23)c1	2	-6	13	x	-1.5	-1.4	8	-5	7	-1
CCNC(=S)NNC(=O)c1cc(C)on1	11	6	4	-2.7	-0.1	0.3	27	-7	3	-13
CC(=O)Nc1ccc(OS(=O)(=O)c2ccccc2C)cc1	-9	0	2	x	-1.9	-5.0	26	4	-2	5
O=C(CCc1ccccc1)N1C[C@H]2C[C@@H](C1)c1cccc(=O)n1C2	8	-1	0	1.1	1.6	-3.0	5	-4	-1	9
Cc1c(NC(=O)C(c2ccccc2)c2ccccc2)cccc1C(=O)O	5	-7	2	-12	0.1	-2.0	1	-2	-2	-1
COc1cccc(COC(=O)C2CCN(S(=O)(=O)c3ccc(C)cc3C)CC2)c1OC	-10	5	-2	-1.5	1.5	-0.1	x	18	-8	-7
N#CCSc1ccccc1NC(=O)COC(=O)Cc1c[nH]c2ccccc12	6	4	-1	x	x	-2.5	x	13	0	-25
COc1cc(OC)nc(C(NC(=O)C2CCN(Cc3ccc(Oc4ccccc4)cc3)CC2)c2ccc(F)cc2)n1 (stereo not drawn)	9	-6	0	-1.0	x	-1.3	x	-10	x	x
COc1cccc2sc(Nc3nnc(-c4ccc(F)cc4)o3)nc12	40*	27	49*	-1.6	0.0	0.1	-6	6	-2	6
Cc1ccc(OCC(=O)N/N=C\c2cn(C)c3ccccc23)c([N+](=O)[O-])c1	13	4	2	-3.0	0.2	2.7	15	7	2	-4
CCOC(=O)C1CCN(C(=O)Cn2cc(C(=O)c3ccco3)c3ccccc32)CC1	13	-10	-1	x	-1.5	-2.3	28	2	1	4

Additional results follow.
Structure	GDH-TPI inh	BoNT F protease	Mtb FBA inh	BioA inh	Mtb UGM inh	FadD28 FP inh	DUSP3 inh	CCHF vOTU inh	Rv3671c inh	MazF activator
O=C(Nc1ccc(Oc2c(F)c(F)c(F)c(F)c2F)cc1)OC1CCN2Cc3ccccc3N=C12 (stereo not drawn)	-2	x	3	3.5	-0.2	1.7	24	x	-3	-28
O=c1c2cc3c(cc2[nH]c(=S)n1CCN1CCOCC1)OCO3	13	-7	0	-1.2	1.1	-3.1	-5	-1	-6	-2
O=c1c2cn[nH]c2nc(SCc2cc(=O)n3cc(Br)ccc3n2)n1-c1ccc(Br)cc1	22	0	3	x	-1.3	-6.3	12	-1	-10	-31
CC(=O)C1=C(c2ccccc2)NC(=S)NC1c1cc(Cl)c(OC(C)C)c(Cl)c1 (stereo not drawn)	2	0	-3	-0.7	-0.3	-5.6	-4	21	-18	0
CCn1c(=O)n(Cc2ccco2)c(=N)c2c3c(sc21)COC(C)(C)C3	19	26	-2	-1.3	-1.0	-0.3	41	-2	-3	6
COc1ccccc1NC(=O)CN1CCOCC1	-2	-33	2	-1.1	-1.8	0.7	0	-5	1	11
COc1ccccc1NC(=O)CN1C(=O)C(C)SC(C)C1=O (stereo not drawn)	8	-3	-2	-1.0	-3.0	-1.4	-10	-16	-5	-2
CCOC(=O)c1c(S(=O)(=O)N2CCCCC2C)c(C)n(C)c1C (stereo not drawn)	-3	5	2	-0.8	0.8	-2.8	21	5	2	12
CC(C)(C)c1ccc(Cn2nnc3c(=O)[nH]c(C4CCCN(C(=O)c5ccco5)C4)nc32)cc1 (stereo not drawn)	1	14	2	0.8	2.1	u	24	24	-22	-23
Cc1ccc(N(C(=O)C2CCCC2)C2C=CS(=O)(=O)C2)cc1 (stereo not drawn)	1	-5	0	0.2	-0.3	-0.9	-4	3	0	6
COc1ccccc1-c1nc(SCC(=O)Nc2ccccc2F)n[nH]1	9	-4	7	-1.6	-1.7	-0.7	19	14	-5	3
CCOCCOCN(C#N)c1nc(OC)nc(N(C)C)n1	4	2	0	1.1	-0.3	-0.7	7	2	13	4
Cc1ccc(CN2C(=O)CSc3ccc(C(=O)NCCN4CCOCC4)cc32)cc1	8	-4	2	1.3	-2.0	-1.4	6	x	-4	-1
Cc1ccc2nc(SCC(=O)NCc3ccccc3Cl)nc(=O)n2c1	24	7	3	x	-0.1	-1.5	x	-5	-3	-7
COc1ccc(-c2coc3c(CN4CCCCC4C)c(O)ccc3c2=O)cc1 (stereo not drawn)	-2	-9	78*	x	0.9	-3.6	27	-114	9	4
Cc1occc1C(=O)N1CCN(c2ccccc2)CC1	0	22	2	5.5	-0.1	-2.8	-8	1	2	2
CC(NC(=O)C1CCCCC1)C(c1cccs1)N1CCN(C)CC1 (stereo not drawn)	0	0	0	-0.8	0.0	0.4	6	-8	-2	6

4 of these compounds in a different format:
SMILES: COc1ccc(NS(=O)(=O)c2cc(C(=O)N3CCC3)ccc2C)cc1
  GDH-TPI inh = 14; BoNT F protease = -28; Mtb FBA inh = 1; BioA inh = 0.9; Mtb UGM inh = -5.3; FadD28 FP inh = -2.8; DUSP3 inh = x; CCHF vOTU inh = 17; Rv3671c inh = -12; MazF activator = 5

SMILES: Nc1c(C(=O)c2ccc(Cl)cc2)sc2c1c(=O)[nH]c(=O)n2-c1ccccc1
  GDH-TPI inh = 11; BoNT F protease = -1; Mtb FBA inh = 2; BioA inh = -2.6; Mtb UGM inh = 0.9; FadD28 FP inh = 1.7; DUSP3 inh = 22; CCHF vOTU inh = -12; Rv3671c inh = -8; MazF activator = 3

SMILES: COc1c2c(cc3c1OCO3)CCN(C)C2
  GDH-TPI inh = 2; BoNT F protease = -1; Mtb FBA inh = 0; BioA inh = -0.2; Mtb UGM inh = 4.1; FadD28 FP inh = -0.6; DUSP3 inh = x; CCHF vOTU inh = 1; Rv3671c inh = -3; MazF activator = 6

SMILES: CCC1CCC2(CC1)NC(=O)N(CC(=O)N1CCc3ccccc31)C2=O (stereo not drawn)
  GDH-TPI inh = 11; BoNT F protease = 6; Mtb FBA inh = 2; BioA inh = -0.8; Mtb UGM inh = -3.9; FadD28 FP inh = -2.0; DUSP3 inh = x; CCHF vOTU inh = 16; Rv3671c inh = 0; MazF activator = -4

Screening data from PubChem.
